GRK2 aptamer HTS = human GRK2 inhibition via aptamer displacement. bead flow cytometry, FAM-aptamer displacement from GRK2. inhibition of aptamer binding, % at 10 µM. 330,000 compounds, 0.59% hits. AID 488847;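 active = inhibition of aptamer binding above 40%, roughly 3 SD of noise, on plates passing a quality check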;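 also: median bead fluorescence of bound FAM aptamer so fluorescent compounds give negative values; no value below 0 was filed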
Target sequence (P25098 whole entry, looked up): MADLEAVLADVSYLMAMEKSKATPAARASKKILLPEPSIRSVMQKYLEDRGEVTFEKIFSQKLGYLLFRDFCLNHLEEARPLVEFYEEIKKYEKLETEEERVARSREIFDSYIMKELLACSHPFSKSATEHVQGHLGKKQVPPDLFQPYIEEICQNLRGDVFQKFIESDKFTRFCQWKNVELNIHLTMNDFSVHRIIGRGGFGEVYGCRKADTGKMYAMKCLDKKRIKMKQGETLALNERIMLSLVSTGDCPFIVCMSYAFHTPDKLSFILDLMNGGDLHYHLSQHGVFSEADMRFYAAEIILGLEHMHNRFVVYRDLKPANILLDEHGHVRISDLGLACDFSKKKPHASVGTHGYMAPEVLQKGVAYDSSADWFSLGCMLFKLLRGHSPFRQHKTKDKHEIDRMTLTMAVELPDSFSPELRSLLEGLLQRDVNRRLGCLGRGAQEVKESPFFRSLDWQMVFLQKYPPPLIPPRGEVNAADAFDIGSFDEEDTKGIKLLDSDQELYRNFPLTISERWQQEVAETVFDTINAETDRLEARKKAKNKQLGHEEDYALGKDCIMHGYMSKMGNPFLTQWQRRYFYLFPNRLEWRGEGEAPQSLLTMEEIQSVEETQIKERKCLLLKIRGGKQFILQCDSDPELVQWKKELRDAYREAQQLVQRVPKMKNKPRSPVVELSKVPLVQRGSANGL
JMJD2C inh = human JMJD2C demethylase inhibition | AID 2099 | GST-JMJD2C(1-420) H3K9me3 demethylation, DELFIA europium | inhibition, % at 2.35 µM | 330,000 compounds, 0.069% hits | Q9H3R0;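 active = more than half of a compound's replicate wells show inhibition beyond 50%, single wells judged on their own value; inconclusive = some, but no more than half, of replicates pass 50% inhibition; inactive = no replicate passes 50% inhibition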;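 also: signal counts dimethyl H3K9 product captured on neutravidin plate; 0% = median of DMSO wells and 100% = 0.3 times that DMSO median; strong numbers were not always called active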
RPL19A TOR yeast = alters RPL19A-GFP fluorescence in TOR pathway yeast screen; S. cerevisiae RPL19A-GFP strain, flow cytometry, 3 h; hits give low values; percent response vs DMSO, % at 10 µM; 330,000 compounds, 0.3% hits;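 active = percent response vs DMSO below 50%; inconclusive = fewer than 70 events counted for the yeast strain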;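 also: median channel GFP fluorescence of the barcoded RPL19A-GFP strain; ratio of sample median GFP to plate DMSO average so 100% = DMSO; lower means less RPL19A-GFP as with rapamycin TOR inhibition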
LAP4 TOR yeast = yeast TOR pathway LAP4-GFP modulation. AID 2023. 320,000 compounds, 0.34% hits. GFP response vs DMSO, % at 10 µM. S. cerevisiae LAP4-GFP multiplex, flow cytometry GFP, 3 h; median GFP as percent of DMSO wells;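 active = GFP response vs DMSO above a set limit, about the screen mean plus 3 SD, cut at about 150% in these data; inconclusive = under 70 cell events counted for the yeast strain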
AGP1-GFP MLPCN = modulators of TOR pathway AGP1-GFP in S. cerevisiae; S. cerevisiae AGP1-GFP multiplex flow cytometry, 3 h; GFP as percent of DMSO wells; 320,000 compounds, 0.02% hits; GFP response vs DMSO, % at 10 µM;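 active = GFP response relative to DMSO above a set limit, near screen average plus 3 SD, cut at about 150% in these data; inconclusive = fewer than 70 cells counted for the yeast strain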;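 also: median GFP channel fluorescence of the gated AGP1 strain per well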
CIT2-GFP yeast = modulators of TOR pathway CIT2-GFP in S. cerevisiae | 320,000 compounds, 0.065% hits | GFP response vs DMSO, % at 10 µM | S. cerevisiae CIT2-GFP strain, flow cytometry, 3 h; 100 means same as DMSO wells;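 active = GFP response relative to DMSO above a set limit, near the screen mean plus 3 SD, cut at about 150% in these data; inconclusive = Fewer than 70 cells measured for a yeast strain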;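 also: ratio of well median GFP fluorescence to mean of DMSO wells on the plate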
VLA-4 inh = inhibition in a human VLA-4 binding assay. P13612. VLA-4 expressing cells, ligand binding flow cytometry. AID 2557. inhibition, % (about 7 µM as worked out from the volumes in the protocol). 330,000 compounds, 0.2% hits; in the data active = inhibition above about 50%
MEP2-GFP yeast = modulators of TOR pathway MEP2-GFP in S. cerevisiae | S. cerevisiae MEP2-GFP strain, flow cytometry GFP, 3 h; 100% = DMSO control level | GFP response vs DMSO, % at 10 µM | 330,000 compounds, 0.51% hits;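 active = GFP response versus DMSO above a set limit, roughly screen mean plus 3 SD, cut at about 180% in these data; inconclusive = fewer than 70 cells counted for a yeast strain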;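 also: median GFP fluorescence of the barcode-gated MEP2-GFP cells per well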
* hit, by the source's call; ? = inconclusive; . = no result given; & = joins results of further samples. Hits appear at their usual frequency; any-hit rate near 1.7%.

Results follow in this order: GRK2 aptamer HTS	JMJD2C inh	RPL19A TOR yeast	LAP4 TOR yeast	AGP1-GFP MLPCN	CIT2-GFP yeast	VLA-4 inh	MEP2-GFP yeast
COc1ccccc1-c1coc2c(CN(C)C)c(O)ccc2c1=O
    0	5	105	83	97	106	24	105
NC(=O)N/N=C/c1cccc(C(F)(F)F)c1
    0	-12	97	100	103	101	0	95
CC(C)(C)CC(C)(C)NC(=O)/C=C/C(=O)O
    0	7	99	112	107	101	3	98
Cc1ccc(CNS(=O)(=O)c2cn(C)cn2)cc1
    3	3	99	98	107	109	12	107
CC(=O)N(\C=C/C=C/C=C1\Sc2ccccc2C1=O)c1ccccc1
    0	6	113	167*	105	200*	-397	283*
CCOC(=O)CCSCC(=O)Nc1cc(C)on1
    0	5	105	95	101	104	-2	106
COc1ccc(C(=O)NCC(c2ccco2)N2CCc3ccccc32)c(OC)c1 (stereo unspecified)
    0	5	99	107	115	98	10	94
O=C(NC1CCCCC1)c1ccc2[nH]c(=O)c(=O)[nH]c2c1
    3	-1	97	90	92	100	28	100
CC1CCC(NC(=O)COC(=O)c2ccco2)CC1 (stereo unspecified)
    0	.	93	94	91	91	25	93
CNc1nc(-c2ccc(OC)cc2)c(-c2ccc(OC)cc2)s1
    0	-7	114	102	101	104	-1	110
COc1ccc(NC(=O)CN2CCN(S(=O)(=O)c3cccs3)CC2)cc1Cl
    3	9	102	102	109	100	39	107
CC(C)Oc1ccc(C(=O)NC2(C(F)(F)F)N=C3SCCN3C2=O)cc1 (stereo unspecified)
    0	10	105	100	105	.	-2	106
CCOc1cc2[nH]c(=S)n(C(C)C)c(=O)c2cc1OCC
    2	?	107	119	108	.	-3	108
Cc1ccc(NC(=O)Cc2ccccc2F)cc1S(=O)(=O)N1CCCCCC1
    1	0	98	101	102	101	6	100
CCOC(=O)c1c(NC2=NS(=O)(=O)c3ccccc32)sc2c1CCC(C)C2 (stereo unspecified)
    2	38	102	100	98	103	60*	107
O=C(CSc1nnc(Cc2cccs2)n1-c1ccccc1)NCc1ccc2c(c1)OCO2
    0	-10	102	99	104	115	-1	107
COc1ccc(C(=O)[C@H]2[C@H]3C(=O)N(c4ccc(OC(C)=O)cc4)C(=O)[C@H]3C3C=CC=NN32)cc1 (stereo partly specified)
    0	-14	94	113	91	95	-13	92
CCn1c(SCC(=O)Nc2ccccc2F)nc2c(c1=O)SC(C)C2 (stereo unspecified)
    2	-2	98	92	102	100	-2	93
CC1(C)Cc2c(sc(NC(=O)c3ccc(C(=O)c4ccccc4)cc3)c2C#N)C(C)(C)N1
    0	16	97	104	97	92	-11	97
COC(=O)c1ccc(COC(=O)C(CCSC)NC(=O)COc2ccccc2)cc1 (stereo unspecified)
    0	-8	108	93	95	104	-1	103
Cc1cc(C)cc(NC(=O)CSc2nnc(C3CC3)n2CC2CCCO2)c1 (stereo unspecified)
    2	6	104	97	103	102	-3	103
O=c1nc2ccc(Cl)cn2c2ccc(S(=O)(=O)N3CCOCC3)cc12
    3	-16	102	102	106	99	-3	99
COc1ccccc1N1CCN(CC(O)c2c(C)[nH]c3ccccc23)CC1 (stereo unspecified)
    0	12	104	100	102	100	-3	108
Cc1c(C(=O)Cc2ccccc2)n(C)c2ccccc12
    5	27	103	105	105	96	3	98
CN(CC(=O)Nc1ccc(F)c(F)c1F)C(=O)CCc1nc2sc3c(c2c(=O)[nH]1)CCCC3
    6	2	101	98	101	98	-1	99
Cn1cc([N+](=O)[O-])c(C(=O)Nc2cc(Oc3ccccc3)cc([N+](=O)[O-])c2)n1
    0	9	97	99	100	89	34	92
CC(=O)N1c2ccccc2NC2=C(C(=O)CC(C)(C)C2)C1c1cccn1C (stereo unspecified)
    0	3	101	101	107	103	-19	106
CC(OC(=O)c1ccc(O)cc1)C(=O)Nc1nc(-c2ccccc2)cs1 (stereo unspecified)
    0	-3	91	99	90	95	7	93
Cc1ccc(NC(=O)C2CCCN(S(=O)(=O)c3cccnc3)C2)cc1C (stereo unspecified)
    0	20	106	99	103	100	12	111
CC(=O)Nc1ccc(NC(=O)C2CCCN2C(=O)Nc2ccc(F)c([N+](=O)[O-])c2)cc1 (stereo unspecified)
    0	1	102	108	103	99	-18	103
CCn1cc(C(=O)NCc2cccc(F)c2)c(=O)c2cc(F)c(N3CCN(C(=O)c4ccco4)CC3)cc21
    0	31	100	118	96	93	3	112
COC(=O)[C@H](Cc1ccccc1)N(Cc1ccccc1)S(=O)(=O)N(Cc1ccccc1)[C@@H](Cc1ccccc1)C(=O)OC
    4	-2	92	89	87	86	20	95
CCOC(=O)N1CCN(CC(=O)Nc2ccc(C)c(Br)c2)CC1
    2	-2	93	92	91	85	6	99
c1ccc(C2[C@H]3CN(Cc4cccnc4)[C@H](c4ccccc4)C34CC2(c2ccccc2)C4)cc1 (stereo partly specified)
    0	9	101	118	86	111	-9	93
CCCN(CCC)CCNS(=O)(=O)c1ccc2c(c1)oc(=O)n2C
    2	20	98	102	102	93	18	106
COc1ccc2[nH]c(=O)c(CN(CCO)S(=O)(=O)c3ccc(C)cc3)cc2c1
    2	-10	102	102	106	106	-2	102
Cc1nnc(SCc2c(Cl)cccc2Cl)s1
    1	-4	96	96	101	93	10	95
CCOC(=O)CNC(=O)N1CCCC(CNS(=O)(=O)Cc2ccccc2)C1 (stereo unspecified)
    0	7	98	113	101	99	9	91
C[N+]1(CC(O)COc2ccccc2)CCN(C(=O)c2ccc([N+](=O)[O-])cc2)CC1 (stereo unspecified)
    0	-117	105	102	110	111	12	100
Cc1cccc(-c2nc3c(s2)CCc2onc(-c4ccc(Br)cc4)c2-3)c1
    3	-4	94	105	78	81	1	85

Some values from the entries so far:
CC(OC(=O)c1ccc(O)cc1)C(=O)Nc1nc(-c2ccccc2)cs1 (stereo unspecified) – RPL19A TOR yeast = 91
CCn1cc(C(=O)NCc2cccc(F)c2)c(=O)c2cc(F)c(N3CCN(C(=O)c4ccco4)CC3)cc21 – CIT2-GFP yeast = 93

(list continues)
Results follow in this order: GRK2 aptamer HTS	JMJD2C inh	RPL19A TOR yeast	LAP4 TOR yeast	AGP1-GFP MLPCN	CIT2-GFP yeast	VLA-4 inh	MEP2-GFP yeast
COC(=O)c1sccc1NC(=O)CC1C(=O)NCCN1C(=O)c1ccc(C)c(C)c1 (stereo unspecified)
    0	25	99	108	97	100	-112	98
CCN(C(=O)CSc1nnc(Cn2nnc3ccccc32)o1)c1nc(C)cs1
    3	-4	94	89	98	103	-5	100
COc1ccc(OC)c(CNC(=O)CCN2C(=O)COc3ccccc32)c1
    2	-31	103	97	101	103	8	102
Cc1ccc2nsnc2c1NC(=O)CCc1ccccc1
    3	5	100	98	101	102	4	99
COc1ccc(NC(=O)CN2CCN(S(=O)(=O)c3ccc(Cl)cc3)CC2)cc1
    0	?	102	109	110	105	-10	114
COc1nc(N=C(N)N)nc2ccc(C)cc12
    0	-13	98	89	94	100	14	92
Cc1ccc(C(=O)COc2nc(C)cc(C)c2C#N)cc1
    0	-4	99	104	93	86	9	98
CS(=O)(=O)N(CC(=O)N1CCOCC1)c1cccc(F)c1
    4	-4	104	92	98	105	0	107
O=C(Nc1nccs1)c1ccc(S(=O)(=O)c2ccccc2)cc1
    1	-12	99	101	100	96	34	105
CCCCNC(=O)CCCCCNS(=O)(=O)c1ccc(Br)cc1
    0	-16	100	98	101	102	0	102
O=C(OC(C(=O)NCc1ccccc1)c1ccccc1)c1ccco1 (stereo unspecified)
    0	-9	95	94	96	91	7	104
CC(/C=C/c1ccccc1)=N\NC(=O)c1ccncc1
    2	1	102	100	105	110	-9	101
NC(=O)[C@@H]1CCCNc2c(I)cc([N+](=O)[O-])cc2C(=O)N[C@@H](Cc2ccccc2)C(=O)N[C@@H](Cc2cnc[nH]2)C(=O)N1
    0	2	99	125	92	120	-12	94
CN(CC(=O)Nc1ccc(N2CCOCC2)cc1)C(=O)CCNC(=O)c1ccccc1Cl
    1	1	98	97	97	96	0	101
C/C(=N\NC(=O)CSCc1ccc([N+](=O)[O-])cc1)c1cccc(Br)c1
    2	0	99	88	94	92	9	101
O=C1c2ccccc2C(=Nc2ccccc2)C1c1cccc(Br)c1 (stereo unspecified)
    0	96	99	101	96	98	1	102
Cc1ccc(S(=O)(=O)NCC(=O)N(c2ccccc2)C(C(=O)NCc2ccccc2)c2ccco2)cc1 (stereo unspecified)
    0	-1	104	125	100	99	13	165
CCOC(=O)N1CCN(C(=O)CSc2cc(C)nc3c(-c4ccccc4OC)c(C)nn23)CC1
    1	9&7	96	89	95	94	4	99
N#C/C(C(=O)N1CCOCC1)=c1/s/c(=C\c2ccccn2)c(=O)n1-c1ccccc1
    0	19	69	94	77	107	-4	132
CC1CCCN(CCCNC(=O)CN2C(=O)COc3ccc(S(=O)(=O)N4CCOCC4)cc32)C1 (stereo unspecified)
    3	-4	105	95	104	108	7	102
O=C1NC(=S)SC1=C1CCCC1
    34	-1	102	124	.	113	1	110
Cc1cccc(N2CC(C(=O)NC3CCCCCC3)CC2=O)c1C (stereo unspecified)
    2	2	96	92	95	95	3	94
CCOc1ccc(NC(=O)CNC(=O)c2cn(-c3ccccc3OC)c(=O)c3ccccc23)cc1
    2	-36	99	100	100	95	12	100
O=C(C/C=N/OCc1ccc(Cl)cc1Cl)c1ccccc1
    0	35	94	92	96	95	-6	95
COc1cc(SC)ccc1C(=O)N1CCc2ccccc21
    0	7	102	89	95	97	16	101
